# phage Ecoli inh – E. coli growth loss with phage present | AID 651602 | 360,000 tested, 0.26% active | inhibition, % at 11.9 µM | growth absorbance; in the data active = inhibition above about 11%
# CDK5 inh – inhibitors of human CDK5/p35 kinase. Q00535+Q15078. Recombinant CDK5/p35, ADP-Glo luminescence, 60 min. inhibition, % at 10 µM. 330,000 tested, 0.01% active. AID 488839;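 active = highest replicate inhibition of at least 50% and at least 75% of replicates reaching 50%; inconclusive = only one of the two criteria met; inactive = both criteria failed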;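 note: plate controls were DMSO neutral control for no effect and GW8510 at 10 µM for full effect; many of its hits are not listed in these tables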
# Target sequence (Q00535 whole entry, looked up): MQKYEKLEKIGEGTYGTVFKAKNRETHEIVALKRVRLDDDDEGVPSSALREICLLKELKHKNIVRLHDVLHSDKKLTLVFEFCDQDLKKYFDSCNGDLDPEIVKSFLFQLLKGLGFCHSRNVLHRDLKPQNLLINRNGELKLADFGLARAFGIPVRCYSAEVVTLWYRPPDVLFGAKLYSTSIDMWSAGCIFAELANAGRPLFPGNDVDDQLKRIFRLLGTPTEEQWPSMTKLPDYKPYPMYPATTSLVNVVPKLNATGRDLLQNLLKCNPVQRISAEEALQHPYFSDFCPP
# Target sequence (Q15078 whole entry, looked up): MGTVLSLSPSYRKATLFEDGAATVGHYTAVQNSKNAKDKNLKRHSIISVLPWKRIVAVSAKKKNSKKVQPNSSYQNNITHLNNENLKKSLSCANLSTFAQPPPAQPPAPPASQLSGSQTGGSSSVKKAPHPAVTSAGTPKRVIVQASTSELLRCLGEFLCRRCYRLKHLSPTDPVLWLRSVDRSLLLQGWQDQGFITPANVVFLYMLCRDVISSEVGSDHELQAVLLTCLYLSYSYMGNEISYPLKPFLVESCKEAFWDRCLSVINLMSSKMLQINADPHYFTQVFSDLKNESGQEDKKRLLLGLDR
# Tat transport – blocks Tat-dependent protein export in E. coli | E. coli MC4100 TorA-mCherry Tat export, fluorescence | inhibition, % at 10 µM | 340,000 tested, 0.036% active;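 active = mean replicate inhibition at least 50% and at least half of replicates individually reaching 50%; inconclusive = only one of the two criteria met; inactive = neither criterion met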;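 note: exported cargo escapes ClpAP degradation while cytoplasmic cargo is degraded and loses fluorescence; 0% = median of neutral control wells and 100% = median of NaSCN control wells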
# Mot1-301 SUMO – SUMOylation pathway inhibition by Mot1-301 growth rescue. AID 2716. 320,000 tested, 1% active. S. cerevisiae Mot1-301 growth rescue, ATP luminescence, 38.5C; percent above DMSO median, 100 means doubled. growth rescue, % at 18.8 µM;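 active = every valid replicate shows activation above 250% relative to neutral control wells; inactive = the rest, any valid replicate at or below 250%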;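 note: OY570 slx delta 5 strain wells were the positive control but not used for scaling; some compounds called inactive have numbers as strong as hits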
# HTR5A ag ctr – HTR5A agonism, opioid heterodimer counter-screen | P47898 | activation, % at 9.3 µM | 340,000 tested, 0.61% active | AID 504692 | HTR5A agonist assay, luminescence, cell-based; in the data active = activation mostly above about 9.5%, no sharp cut-off; inactive = mostly below about 7.6%;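 note: 0% = cells with vehicle only and 100% = reference agonist; strong numbers were not always called active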
# Target sequence (P47898 whole entry, looked up): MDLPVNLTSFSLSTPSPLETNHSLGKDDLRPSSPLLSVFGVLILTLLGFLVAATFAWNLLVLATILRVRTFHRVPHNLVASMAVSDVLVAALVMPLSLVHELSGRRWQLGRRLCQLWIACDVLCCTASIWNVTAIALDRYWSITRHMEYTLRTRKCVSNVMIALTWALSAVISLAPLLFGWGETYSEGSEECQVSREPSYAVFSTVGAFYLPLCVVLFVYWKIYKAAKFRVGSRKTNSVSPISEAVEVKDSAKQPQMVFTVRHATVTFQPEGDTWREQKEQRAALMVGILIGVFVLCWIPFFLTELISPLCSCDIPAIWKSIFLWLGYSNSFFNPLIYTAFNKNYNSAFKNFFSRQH
# Ecoli viability – reduces bacterial viability in AddAB counter-screen; AID 449728; inhibition, % at 11.9 µM; 330,000 tested, 0.27% active; E. coli V3065 growth, OD600 absorbance, 18 h;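 active = inhibition above the campaign's mean inhibition across all tested compounds plus 3 SD, cut at about 9.9% in these data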;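 note: uninfected addAB+ strain grown without phage in ampicillin broth; 0% = DMSO wells and 100% = ciprofloxacin 0.95 µg/ml wells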
# PKA-R1A act – activates the PKA-R1A holoenzyme complex; activation, % at 11.4 µM; 340,000 tested, 0.083% active; PKA-R1A dissociation, Cy5-IP20 fluorescence polarization; scaled: DMSO 0%, 113 µM cGMP 100%; P00514+P68181;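 active = percent activation above the mean of all tested compounds plus 3 SD, cut at about 19% in these data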;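 note: higher means more PKAc released from R1A so a rise in polarization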
# AddAB inh – less growth of phage-infected E. coli with AddAB. E. coli expressing H. pylori AddAB, absorbance growth. inhibition, % at 11.9 µM. 330,000 tested, 0.29% active; in the data active = inhibition above about 12%;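 note: 0% = vehicle wells of infected cells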
# HTR5A inv ctr – counter-screen for OPRM1-OPRD1 inverse agonists: human HTR5A inverse agonism | P47898 | HTR5A cell line, luminescence | inhibition, % at 9.3 µM | 340,000 tested, 0.083% active; in the data active = inhibition mostly above about 23%, no sharp cut-off; inactive = mostly below about 18%;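 note: 0% = cells with DMSO and 100% = no-cell wells with DMSO; some compounds called inactive have numbers as strong as hits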
# DAGLB inh – blocks human DAGLB lipase activity. Q8NCG7. HEK293T DAGLB membrane lysate, EnzChek fluorogenic substrate. inhibition, % at 5.17 µM. 340,000 tested, 0.059% active; in the data active = inhibition above about 34%;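 note: 0% = enzyme with vehicle and 100% = wells lacking enzyme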
# PKA-R2B activ – activates the human PKA-R2B holoenzyme complex | PKA-R2B holoenzyme dissociation, Cy5-IP20 fluorescence polarization; R2B truncated from residue 108, S112A mutant; 0% DMSO only, 100% 113 µM cGMP | activation, % at 11.4 µM | AID 504700 | 340,000 tested, 0.079% active | P22694+P31323;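 active = activation above a cutoff set at the mean over all compounds plus 3 SD, cut at about 18% in these data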;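 note: higher means more holoenzyme dissociation and a rise in polarization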
# Numbers without * were called inactive; i = inactive; ? = inconclusive; · = not tested or not shown.
[1] O=C(CC(Cc1ccccc1)C(=O)O)Nc1ccccc1 (stereo unspecified)
[2] CCC(=O)n1nc(-c2ccc(OC)cc2)nc1SC
[3] CC(C)(C)C(=O)NC1(C(F)(F)F)NC(=O)N(Cc2ccccc2)C1=O (stereo unspecified)
[4] N#Cc1c(-c2ccc(Cl)cc2)ccn2nc(CCC(=O)O)nc12
[5] COc1ccc(-c2cc3nc4n(c(=O)c3s2)CCC4)cc1
[6] O=C(CN1CCSCC1)c1c[nH]c2ccccc12
[7] COc1cccc(OC)c1C(=O)Nc1nnc(-c2cccs2)s1
[8] O=C(CCC(=O)OCC(F)(F)C(F)F)Nc1ccccc1F
screen / no.,1,2,3,4,5,6,7,8
phage Ecoli inh,1.3,4.2,2.6,1.6,3.5,4.8,-0.6,5.2
CDK5 inh,-0.5,1.7,0.5,-1.5,1.2,-0.3,-1.1,-0.1
Tat transport,8,3,-5,5,6,3,-6,-2
Mot1-301 SUMO,216,15,440,-21,-27,-3,-13,18
HTR5A ag ctr,0,-4,7,1,-1,1,8,0
Ecoli viability,-1.5,1.2,-1.5,-0.1,-0.8,-1.9,-2.0,0.8
PKA-R1A act,-13,-1,-2,9,-4,-10,-4,2
AddAB inh,1.0,0.2,0.9,0.0,0.9,-0.8,-0.2,-0.9
HTR5A inv ctr,-1,7,-7,5,20,-20,0,1
DAGLB inh,-2,1,-3,0,-1,1,-2,-1
PKA-R2B activ,-11,-17,2,3,-6,3,13,1

[9] O=C(Cn1c(=O)cnc2ccccc21)N1CCN(S(=O)(=O)c2ccc(F)cc2)CC1
[10] COc1cccc(N(Cc2nnc3n2CCCCC3)C(=O)Nc2ccccc2)c1
[11] CC1CCC(C(=O)NC(C(=O)NCc2cccnc2)C(C)C)CC1 (stereo unspecified)
[12] COc1ccc(N2CC(NC(=O)N3CCN(C(=O)c4ccco4)CC3)CC2=O)cc1OC (stereo unspecified)
[13] Cc1ccc(S(=O)(=O)Nc2ccc(N(C)S(=O)(=O)c3ccc(C)cc3)cc2)cc1
[14] O=C1/C(=C/c2cccnc2)Sc2ccccc21
[15] CC1(c2nnc(-c3ccncc3)o2)CC(c2ccc([N+](=O)[O-])cc2)=NO1 (stereo unspecified)
[16] O=C(Nc1ccccc1C(=O)NCc1ccccc1)c1ccco1
screen / no.,9,10,11,12,13,14,15,16
phage Ecoli inh,3.6,2.4,1.6,1.5,1.9,1.8,0.6,1.2
CDK5 inh,2.6,2.0,3.2,2.9,0.1,2.4,-0.2,-1.8
Tat transport,-6,3,-7,-4,0,7,-5,-1
Mot1-301 SUMO,19,4,22,5,6,16,·,190
HTR5A ag ctr,-3,-3,3,-2,2,-3,-11,-2
Ecoli viability,-2.2,1.4,-2.7,-0.9,-1.3,2.7,·,1.6
PKA-R1A act,-2,0,3,-10,8,-10,1,-4
AddAB inh,2.9,4.6,1.9,3.3,0.9,0.2,·,1.6
HTR5A inv ctr,7,7,-52,4,8,3,27,-16
DAGLB inh,-2,-2,-1,1,-4,5,-3,-3
PKA-R2B activ,-5,-4,-3,-5,7,-2,-5,-9

# A stretch from the list above, for reference:
[8] O=C(CCC(=O)OCC(F)(F)C(F)F)Nc1ccccc1F
[9] O=C(Cn1c(=O)cnc2ccccc21)N1CCN(S(=O)(=O)c2ccc(F)cc2)CC1
[10] COc1cccc(N(Cc2nnc3n2CCCCC3)C(=O)Nc2ccccc2)c1
[11] CC1CCC(C(=O)NC(C(=O)NCc2cccnc2)C(C)C)CC1 (stereo unspecified)
[12] COc1ccc(N2CC(NC(=O)N3CCN(C(=O)c4ccco4)CC3)CC2=O)cc1OC (stereo unspecified)
[13] Cc1ccc(S(=O)(=O)Nc2ccc(N(C)S(=O)(=O)c3ccc(C)cc3)cc2)cc1
[14] O=C1/C(=C/c2cccnc2)Sc2ccccc21
[15] CC1(c2nnc(-c3ccncc3)o2)CC(c2ccc([N+](=O)[O-])cc2)=NO1 (stereo unspecified)
screen / no.,8,9,10,11,12,13,14,15
phage Ecoli inh,5.2,3.6,2.4,1.6,1.5,1.9,1.8,0.6
CDK5 inh,-0.1,2.6,2.0,3.2,2.9,0.1,2.4,-0.2
Tat transport,-2,-6,3,-7,-4,0,7,-5
Mot1-301 SUMO,18,19,4,22,5,6,16,·
HTR5A ag ctr,0,-3,-3,3,-2,2,-3,-11
Ecoli viability,0.8,-2.2,1.4,-2.7,-0.9,-1.3,2.7,·
PKA-R1A act,2,-2,0,3,-10,8,-10,1
AddAB inh,-0.9,2.9,4.6,1.9,3.3,0.9,0.2,·
HTR5A inv ctr,1,7,7,-52,4,8,3,27
DAGLB inh,-1,-2,-2,-1,1,-4,5,-3
PKA-R2B activ,1,-5,-4,-3,-5,7,-2,-5

# The list goes on:
[17] CC(C)(C)Cc1nc(-c2ccccn2)no1
[18] Cc1cc(C)nc(NS(=O)(=O)c2ccc(NC(=O)c3ccc(N4C(=O)CCC4=O)cc3)cc2)n1
[19] CC1=CC2CC1C1C(=O)N(c3ccc(S(=O)(=O)Nc4nc(C)cc(C)n4)cc3)C(=O)C21 (stereo unspecified)
[20] CC1CCCC(C)N1CCNC(=O)Nc1ccc(Cl)cc1 (stereo unspecified)
[21] CC(=O)N[C@@H](C)c1nc2ccccc2n1CCCN1CCN(c2nc(-c3ccc(C)cc3)cs2)CC1
[22] O=C(N1CCCCC1)C1(c2ccccc2)CCOCC1
[23] COc1cccc2cc(-c3ccnc(N)n3)oc12
[24] CC1CCCC(NC(=O)CSc2ncccc2C(=O)O)C1C (stereo unspecified)
screen / no.,17,18,19,20,21,22,23,24
phage Ecoli inh,0.1,1.3,6.1,3.0,2.1,3.1,-0.8,2.1
CDK5 inh,1.5,-0.9,0.9,2.1,-0.4,0.2,-2.2,0.0
Tat transport,1,0,3,5,11,7,-1,-11
Mot1-301 SUMO,392*,1,43,-21,-2,151,-35,-9
HTR5A ag ctr,-4,2,-1,2,2,0,4,3
Ecoli viability,-0.2,0.5,1.6,1.2,-4.1,-0.3,1.4,1.5
PKA-R1A act,7,-6,-7,-13,0,3,-4,-12
AddAB inh,2.9,1.6,2.2,0.7,0.0,6.0,1.2,1.4
HTR5A inv ctr,10,5,3,1,-6,-18,-11,4
DAGLB inh,1,3,0,-2,2,4,0,-4
PKA-R2B activ,-3,2,-9,10,1,-5,6,0

[25] O=C(NCc1cccs1)c1cccc(Nc2nc3ccc(Br)cc3[nH]2)c1
[26] O=C(CNC(=O)c1ccccc1)NCC(=O)OCC(=O)c1ccc([N+](=O)[O-])cc1
[27] Cc1nnc(SCC(=O)Nc2ccc(S(=O)(=O)N3CCCC3)cc2)n1N
[28] CC(C)(C)c1ccc(C(=O)NCCC(=O)Nc2ccc3c(c2)OCCO3)cc1
[29] CCOC(=O)C1=C(CC)Nc2ccccc2N=C1NC(=O)c1cccc(S(=O)(=O)N2CCOCC2)c1
[30] COc1ccc(N(CC(=O)Nc2cccc(C(=O)O)c2)S(=O)(=O)c2c(C)noc2C)cc1
[31] COc1ccccc1OCCNC(=O)Cc1ccc(S(=O)(=O)N2CCOCC2)s1
[32] COC(=O)CN(c1cccc(C(C)=O)c1)S(C)(=O)=O
screen / no.,25,26,27,28,29,30,31,32
phage Ecoli inh,3.0,3.1,0.5,0.2,-0.3,2.6,3.8,1.9
CDK5 inh,2.3,0.3,0.3,-0.1,0.2,-0.1,1.2,4.3
Tat transport,-23,-5,-5,1,-4,0,?,-2
Mot1-301 SUMO,77,18,1,·,8,-4,1,-2
HTR5A ag ctr,4,-7,5,-2,-5,0,0,10
Ecoli viability,4.9,0.1,0.3,·,2.6,0.1,1.6,-0.2
PKA-R1A act,-6,-10,-1,6,-9,0,-6,-5
AddAB inh,5.2,2.4,1.4,·,1.6,2.1,2.1,2.5
HTR5A inv ctr,-40,19,-20,-7,-3,11,6,13
DAGLB inh,0,1,0,1,-1,3,-1,-2
PKA-R2B activ,-10,-3,2,-8,-6,3,-6,-17

[33] CCCNC(=S)NC1CC2CCC(C1)N2Cc1ccccc1 (stereo unspecified)
[34] COC(=O)/C=C1/N/C(=N\c2nc(C)cc(C)n2)N(c2ccccc2)C1=O
[35] COc1cc(/C=C(\CC(=O)O)c2nc3ccccc3s2)cc(OC)c1O
[36] O=C(Nc1cccc(-c2nc3cc(Cl)ccc3o2)c1)C1CCCO1 (stereo unspecified)
[37] Cc1sc2nc(CN3CCCC3)nc(N3CCC(C(N)=O)CC3)c2c1C
[38] O=C(NCCc1ccccc1)c1ccc(Cl)c(S(=O)(=O)N2CCCC2)c1
[39] CN(C)c1ccc(C(C#N)c2ccccc2)nn1 (stereo unspecified)
[40] CC(C(=O)NCc1ccc2c(c1)OCO2)N(c1ccccc1)S(C)(=O)=O (stereo unspecified)
screen / no.,33,34,35,36,37,38,39,40
phage Ecoli inh,3.9,2.8,3.6,3.0,2.0,·,1.2,3.2
CDK5 inh,0.0,2.6,0.2,0.6,0.1,4.2,-16,-0.2
Tat transport,-16,3,-3,1,3,0,-6,6
Mot1-301 SUMO,0,-4,1,39,49,i,-22,10
HTR5A ag ctr,6,4,-1,-1,3,-1,3,7
Ecoli viability,3.7,-2.4,-1.9,2.7,0.4,0.4,-0.8,-2.1
PKA-R1A act,-5,6,-3,2,-7,-14,0,2
AddAB inh,3.4,-0.6,-0.3,4.5,0.3,0.6,5.1,1.2
HTR5A inv ctr,5,-12,33,-21,-7,1,-9,-9
DAGLB inh,-1,-5,1,-6,-2,-2,2,1
PKA-R2B activ,-2,-9,1,-5,7,-7,1,4

[41] CC(=O)Nc1nnc(COc2ccccc2)s1
[42] COC(=O)c1ccc(S(=O)(=O)N2CCOCC2)o1
[43] Cc1ccc(NC(=O)/C(C#N)=C/c2ccc(C)s2)c(C)c1
[44] CC[n+]1ccc(C)c2cc(P(=O)(c3ccccc3)c3ccccc3)ccc21
[45] Cc1cc(C)c(NC(=O)CSc2nc3ncc(Br)cc3[nH]2)c(Cl)c1
[46] Clc1ccccc1CNc1nc2ccccc2n2cnnc12
[47] COc1cc(OC)cc(C(=O)NNC(=O)CN2C(=O)NC(C)(c3ccc(C)cc3)C2=O)c1 (stereo unspecified)
[48] CC(C)c1cccc(C2=CC(=O)C[C@H](c3ccc4c(c3)OCO4)C2)c1
[49] Cc1cc(NC(=O)C(C)SCC(=O)N(C)CC(=O)Nc2ccccc2C(F)(F)F)no1 (stereo unspecified)
screen / no.,41,42,43,44,45,46,47,48,49
phage Ecoli inh,1.4,0.6,4.4,-0.8,4.0,3.9,3.7,3.0,1.4
CDK5 inh,0.7,1.1,-1.8,1.0,0.2,1.5,-5.0,1.9,-0.6
Tat transport,2,-8,-5,4,-3,10,3,8,4
Mot1-301 SUMO,-3,-3,-12,-7,1,109,6,15,·
HTR5A ag ctr,4,1,2,-4,-1,4,1,1,6
Ecoli viability,1.3,1.1,-1.7,-2.5,0.7,-0.4,-0.1,0.9,·
PKA-R1A act,-17,-2,-6,6,-2,-17,0,-15,3
AddAB inh,2.8,3.0,2.4,1.6,-10,1.4,6.0,0.9,·
HTR5A inv ctr,-18,-19,0,12,-5,-12,-3,-19,4
DAGLB inh,1,1,-5,4,2,-2,-5,-24,0
PKA-R2B activ,-13,-5,6,5,-4,-18,-5,-2,1
